# Screening data (PubChem BioAssay)
# Cl transport mod = KCC2 (human) Cl- transport modulation. Q9H2X9. KCC2 cells, thallium flux FluoZin-2 fluorescence. B-score of Tl+ flux slope (higher = more flux/activation; lower = inhibition) at 10 µM. actives 2.2% (n = 190,000). AID 1456;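 active = thallium flux slope and its plate-corrected score both differing from the plate sample mean at a set confidence after two filtering rounds, in either direction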;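 also: slope of fluorescence scaled to starting intensity during 10 to 20 s after thallium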
# EBV gp42 inh = inhibitors of Epstein-Barr virus glycoprotein 42. Q1HVG2. Fluorescence polarization binding assay, mP read-out. inhibition, % (tested at 21.74 µM). actives 0.42% (n = 220,000); in the data active = inhibition above about 50%
# Target sequence (Q1HVG2 whole entry, looked up): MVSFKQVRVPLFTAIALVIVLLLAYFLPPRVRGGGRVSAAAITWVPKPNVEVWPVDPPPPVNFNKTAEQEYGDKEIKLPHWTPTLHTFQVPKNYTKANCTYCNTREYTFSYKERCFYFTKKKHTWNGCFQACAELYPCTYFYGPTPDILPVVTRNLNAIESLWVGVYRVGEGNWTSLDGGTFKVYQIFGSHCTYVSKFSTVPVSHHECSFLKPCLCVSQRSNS
# Tb hexokinase = blocks Trypanosoma brucei hexokinase 1 activity | recombinant TbHK1, G6PDH-coupled NADH A340 | inhibition, % at 10 µM | actives 0.11% (n = 220,000);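 active = inhibition of 50% or more in the single-dose primary screen; inactive = inhibition below 50%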
# Calpain2 inh = calpain II (pig) inhibition; actives 0.37% (n = 220,000); inhibition, % at 16 µM; purified calpain II, fluorogenic peptide substrate, 30 min;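 active = inhibition above about 50%, limit read from the data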
# Furin inhibitor = human furin inhibition; purified furin, fluorogenic substrate cleavage; inhibition, % at 30 µM; P09958; actives 0.061% (n = 220,000); AID 463115; in the data active = inhibition above about 25%; also: inactives centre near -15
# zfTRPN1 agonist = agonists of zebrafish TRPN1 channel; actives 0.18% (n = 220,000); activation, % at 3 µM; HEK293 zebrafish TRPN1-YFP, Fluo-8 calcium fluorescence; 100% = response to 87 µM carbachol;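 active = activation above its plate's cutoff, the mean activation of test wells on that plate plus 3 SD, cut at about 19% in these data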;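 also: 0% = DMSO alone and 100% = 87 µM carbachol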
#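 Material: zebrafish TRPN1-YFP in HEK293 cells. Doses: one dose of 3 µM, 0.3% DMSO. Incubation: dye 1 h 37 °C plus 30 min RT. Measured by: intracellular calcium fluorescence with Fluo-8.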
# PPC-1+TRAIL kill = compounds killing PPC-1 cancer cells with TRAIL present (potentiator screen, no TRAIL-free arm); actives 0.41% (n = 220,000); cell killing (% activity), % at 4 µM; AID 1443; PPC-1 cells + TRAIL, ATPLite viability luminescence;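 active = cell killing above 50% in the first pass at 4 µM, then a duplicate retest at 5 µM averaging 50% or more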;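 also: plate controls were cells with TRAIL plus DMSO for no effect and medium-only wells lacking cells for full effect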
# thrombin 1536 = thrombin (human) inhibition. P00734. inhibition, % at 5 µM. alpha-thrombin, Boc-VPR-AMC fluorogenic substrate cleavage. actives 0.26% (n = 220,000);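 active = inhibition at or above 40%; inactive = inhibition below 40%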;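 also: 0% = enzyme with no compound and 100% = wells without enzyme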
#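 System – human alpha-thrombin protein · Reagent – Boc-VPR-AMC substrate, 15 µM final · Compound – 5 µM single dose in 0.2% DMSO · Schedule – reaction at room temperature · Technique – AMC fluorescence at 355 nm excitation and 460 nm emission · Read-out basis – % inhibition relative to enzyme controls and enzyme-free blanks · Control set – no-compound enzyme wells and no-enzyme blanks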
# TRPML3 agonist = activates the human TRPML3 channel; HEK293 TRPML3-YFP, Fluo-8 calcium fluorescence; 100% = the carbachol control signal; actives 0.29% (n = 220,000); Q8TDD5; activation, % at 3 µM;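 active = activation above its plate's cutoff, the mean activation of the plate's test wells plus 3 SD, cut at about 12% in these data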;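 also: 0% = DMSO only wells and 100% = carbachol wells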
# Target sequence (Q8TDD5 whole entry, looked up): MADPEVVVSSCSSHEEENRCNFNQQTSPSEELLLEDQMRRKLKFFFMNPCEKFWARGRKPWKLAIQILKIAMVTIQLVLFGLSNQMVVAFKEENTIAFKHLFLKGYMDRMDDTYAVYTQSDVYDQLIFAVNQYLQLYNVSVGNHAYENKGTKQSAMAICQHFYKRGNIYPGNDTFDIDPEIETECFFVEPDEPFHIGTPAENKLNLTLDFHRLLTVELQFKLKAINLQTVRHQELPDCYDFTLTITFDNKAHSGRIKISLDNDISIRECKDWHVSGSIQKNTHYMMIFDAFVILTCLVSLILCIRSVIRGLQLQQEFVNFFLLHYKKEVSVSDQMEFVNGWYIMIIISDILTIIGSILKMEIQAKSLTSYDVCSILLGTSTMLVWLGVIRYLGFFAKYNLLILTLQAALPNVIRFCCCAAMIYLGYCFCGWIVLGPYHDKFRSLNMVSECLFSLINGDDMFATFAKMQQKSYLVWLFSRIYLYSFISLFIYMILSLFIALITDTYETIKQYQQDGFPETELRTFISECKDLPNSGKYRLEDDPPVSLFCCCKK
#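 Material: TRPML3-YFP stable HEK293 cells | Dosing: One concentration, 3 µM nominal, 0.3% DMSO | Timing: 125 s total fluorescence read per well | Technique: Fluo-8 calcium dye fluorescence, ex 470-495, em 515-575 nm | Measure: Percent activation from peak-to-basal fluorescence ratio, scaled between DMSO and carbachol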
# Active calls of the source: *; i = inactive; . = not tested or not shown; [ ] = remark or other dose.
SMILES,Cl transport mod,EBV gp42 inh,Tb hexokinase,Calpain2 inh,Furin inhibitor,zfTRPN1 agonist,PPC-1+TRAIL kill,thrombin 1536,TRPML3 agonist
COc1cc2c(cc1OC)C(=O)NCC(C)(C)O2,0.14,-13,-3,-9,-12,1.2,20,-4,1.2
O=C(NC1CCCC1)C(NS(=O)(=O)c1ccc(Br)s1)c1ccccc1 (stereo not drawn),0.54,-6,5,18,-36,-0.9,16,1,-0.4
O=C(CSCc1ccccc1)Nc1ccc2c(c1)OCO2,.,1,2,10,-16[20 µM],-0.7,-2,-2,-0.4
CCn1c(=O)cc(OCC(=O)NC(C)c2ccc3c(c2)OCCO3)c2ccccc21 (stereo not drawn),-0.91,1,-5,18,-20[20 µM],0.8,4,-6,-0.2
S=C1NCN(CCc2ccccc2)CN1,0.075,-13,-15,5,-24,0.2,8,-1,0.7
O=C(CN1CCCN(Cc2ccc(F)cc2Cl)C1=O)NC1CCCCCC1,1.5,-12,-5,-24,-15[20 µM],-1.9,2,-1,1.0
CC1CCCN(S(=O)(=O)Cc2ccc(Cl)cc2)C1 (stereo not drawn),-1.1,-24,-6,-5,-17[20 µM],-1.7,-1,-1,0.6
CCOc1ccc2nc(N3CCCC(C(=O)NCCCN4CCOCC4)C3)sc2c1 (stereo not drawn),0.78,-17,-1,3,-19,1.4,8,-3,-0.2
O=C(CC1C=Cc2ccccc2N1C(=O)c1ccccc1)c1ccccc1 (stereo not drawn),-1.9,-7,-9,28,-19,-0.1,15,-6,-0.6
NC(=O)c1ccc(NS(=O)(=O)c2ccccc2F)cc1,-0.034,-1,-2,-14,-12,0.3,19,-10,0.6
CC(C)C(=O)NC(=S)Nc1ccc(S(=O)(=O)Nc2nccs2)cc1,-0.56,-2,9,18,-13,3.2,12,6,0.9
Cc1cc(OC(=O)c2ccccc2)n(CCC#N)n1,0.11,-12,5,-25,-25,0.9,-11,1,-0.7
COc1cccc(-c2nnc(SC(C(=O)c3c[nH]c4ccccc34)c3ccccc3)n2C)c1 (stereo not drawn),-0.94,-17,-1,7,-3,0.3,17,-6,0.8
COc1ccc(C2NC(=S)NC3=C2CCCC3=C2SCCS2)cc1 (stereo not drawn),0.48,-5,-6,-40,-22,-0.4,28,-5,0.4
CNS(=O)(=O)c1cccc(C(=O)OCC(=O)Nc2cc(F)ccc2F)c1,0.35,-11,-1,-12,-22,1.5,-4,-10,1.4
CC(C)N1C(=O)CSC1c1ccc(Br)cc1 (stereo not drawn),-0.3,-12,2,-8,-23,-0.8,13,-7,-0.2
CC(C)(C)c1nc2cc(Cl)c([N+](=O)[O-])cc2o1,0.18,-22,-4,-26,-27,1.8,16,-2,0.7
COc1ccc(-c2csc(Nc3ccc(S(=O)(=O)Nc4cc(C)on4)cc3)n2)cc1C,-2,-5,5,29,-7,-2.5,8,-4,-1.2
COC(=O)C1=C(C)N(c2ccc(OC)cc2)C(C)=C(C(=O)OC)C1c1ccc(OC)cc1,-2,2,-24,6,-14,-2.0,7,-14,-0.7
Cc1cc(C)cc(C(=O)OCC(=O)Nc2cccc(S(=O)(=O)NC3=NCCCCC3)c2)c1,-0.028,-19,-2,6,-18,1.2,11,-7,0.9
COc1ccc(N2C(=O)c3ccccc3NC23CCC(C)CC3)cc1 (stereo not drawn),0.28,-8,-5,i,-19[20 µM],0.7,50,-3,0.8
Cc1cc(C(=O)OCCN2C(=O)c3ccccc3C2=O)c2ccccc2n1,-1.2,-7,-6,-35,-19[20 µM],2.8,-1,-10,0.3
Cc1ccc(NC(=O)c2snc3c(=O)[nH]cnc23)cc1C,0.82,-1,-7,-26,-12[20 µM],1.0,2,-6,0.6
CN(C)CCCN1C(=O)C(=O)/C(=C(/O)c2ccc3c(c2)OCO3)C1c1cccnc1 (stereo not drawn),0.3,.,-16,.,-3[20 µM],-1.1,.,.,1.2
Cc1nn2cc(-c3ccc(N)cc3)nc2s1,.,-16,-11,-13,-12,-0.8,19,-2,0.1
Cc1cc(C)c2c(c1)/C(=N\N=c1\sc3ccccc3n1C)C(=O)N2,-2,-15,-16,-87,-20,0.1,8,-1,0.3
O=C(NCSc1ccnc(SCNC(=O)c2ccccc2)n1)c1ccccc1,-1.6,-14,1,-10,-16[20 µM],1.7,-1,1,-0.2
Cc1nnsc1C(=O)Nc1cccc(Cl)c1Cl,-0.87,-5,0,22,-12[20 µM],-0.2,3,-4,-0.4
CCC(C)(C)C1CCC(=NNC(=O)c2ccoc2C)CC1 (stereo not drawn),0.34,5,8,-10,-10[20 µM],1.1,-10,2,0.8
CCCCC(=O)Nc1cccc(NC(=O)c2ccc(Br)cc2)c1,-0.32,-13,1,-27,-18[20 µM],-0.6,36,-4,-0.8
O=C(CN1CCC(O)CC1)N1c2ccccc2C=Cc2ccccc21,-0.2,3,-1,-28,-20,-0.2,-20,-15,0.6
Cc1cc(C)c(CSc2ncc(-c3ccc([N+](=O)[O-])cc3)[nH]2)c(C)c1,-0.0041,-34,-3,29,-8,-0.1,24,1,0.0
CCN(CC)S(=O)(=O)c1cccc(-n2c(O)c(C=Nc3ccccc3C(=O)O)c3ccccc3c2=O)c1,-1.9,0,-13,-22,-4,1.1,-8,4,-1.2
Cc1cccc2cc(CN(CCN3CCOCC3)C(=O)NCc3ccccc3)c(=O)[nH]c12,.,-22,-12,-27,-16,1.7,17,-12,-0.2
COC(=O)c1cccc(N2C(=O)c3cccnc3C2=O)c1,.,-9,0,-22,-12,0.8,0,-4,-0.1
Cc1ccc(NCc2nnc(SCC(=O)Nc3ncc(C)s3)n2Cc2ccco2)c(C)c1,-0.65,-14,-1,-1,-9,1.1,-7,5,0.2
Cc1cc(C)n(CCN(C)Cc2nc(Cc3ccccc3F)no2)n1,-0.1,-18,-5,-8,-25,-0.6,.,-7,-0.9
Cc1ccc(C(=O)COC(=O)CNC(=O)c2cccs2)cc1C,-0.52,-7,8,37,-7,1.2,9,-13,-0.1
COc1ccccc1C(=O)NCC(=O)Nc1ccccc1,0.52,-3,-5,-3,-4[20 µM],0.8,0,-6,0.5
N#C/C(=C\c1cn(CCOc2ccccc2)c2ccccc12)C(=O)NCC1CCCO1 (stereo not drawn),0.46,-9,-8,-6,-1[20 µM],-0.1,11,4,25*
C=CCN(CC=C)Cc1ccc(C(=O)OC)o1,0.43,-4,2,12,-13[20 µM],0.2,13,1,0.6
COc1ccc2[nH]c(=O)c(NC(N)=S)nc2c1,-0.93,-11,-14,-9,-16[20 µM],-0.4,30,3,-0.1
COc1ccc(C(=O)NC(=S)Nc2nnn(C)n2)cc1,0.29,3,0,14,-18,1.4,19,-17,0.0
Cc1noc(C)c1S(=O)(=O)Nc1ccc(C(=O)N2CCN(c3ccc(Cl)cc3)CC2)cc1,1.5,-9,-8,-76,-18,0.5,14,-22,0.4
O=C(/C=C/c1ccc(Cl)cc1)Nc1nccs1,-0.61,0,-14,-47,-21,0.2,20,-3,0.4
CCOC(=O)c1cc2sccc2n1CC(=O)OC(C)C,-0.69,-12,1,-11,-24,1.4,-5,2,-0.1
CC(NC(=O)COC(=O)CCNC(=O)c1ccco1)C12CC3CC(CC(C3)C1)C2 (stereo not drawn),.,-23,-1,-43,-7,2.4,18,7,1.2
CCNC(=O)COC(=O)c1[nH]c(C)c(C(=O)OC)c1C,-0.39,2,1,-26,-23,0.6,8,-8,0.4
Cn1cnnc1SCC(=O)Nc1ccc(OCc2ccccc2)cc1,-1.2,4,1,9,-15,0.5,28,1,0.5
C=CCn1c(=O)/c(=C/c2cc(OC)c(OC)c(OC)c2)s/c1=C(/C#N)c1nc2ccccc2n1C,-2.1,96*,-7,-53,-12,0.9,16,3,0.9
CCOC(=O)C(C)On1c(-c2ccccc2)nc2ccc([N+](=O)[O-])cc21 (stereo not drawn),-0.3,-6,-24,24,-8[20 µM],-0.1,26,-7,0.6
COc1ccc(C(=O)c2c[nH]c(C(=O)NCc3cccs3)c2)cc1,.,-4,-7,19,-10[20 µM],2.5,-9,1,0.3
COc1ccc(C(C(=O)NC2CCCCC2)N(C(=O)CCl)c2cccc(Cl)c2)cc1 (stereo not drawn),-0.33,-11,4,13,-13,-0.3,59*,0,-0.3
CCN(CCNC(=O)c1cc(C)nn1-c1ccccc1)c1ccccc1,-0.00045,0,1,-34,-18,-0.6,6,1,-0.1
Cc1nnc(NC(=O)c2csc3c2CCC(C)C3)s1 (stereo not drawn),0.037,-3,-5,9,-9,0.2,-1,-7,0.0
C#CCOCCOCCOCCNc1nc(N2CCN(C(=O)[C@H](CCCCN)n3cc(C(N)CC(C)C)nn3)CC2)nc(N2CCN(C(=O)[C@H](CCC(=O)O)n3cc(C(N)[C@H](C)CC)nn3)CC2)n1 (stereo partly drawn),-0.073,-1,-2,-2,-20,1.4,2,-2,0.5
CCC(=O)Nc1ccc(C(=O)CSc2nnc(CNc3ccc(Cl)cc3)o2)cc1OC,.,-8,-5,-21,-16,7.3,-1,1,3.7
CC(C)Cn1c(CCCNC(=O)c2ccc(F)cc2)nc2ccccc21,-3.1,6,-6,-20,-16,-1.3,-9,-9,-1.1
CCOc1ccc(S(=O)(=O)Nc2ccc(C(=O)N/N=C/c3c(C)nn(-c4ccccc4)c3N3CCCC3)cc2)cc1,-0.65,2,-17,-69,-1,2.1,16,-10,-0.1
O=c1[nH]c(CSc2ncc(C(F)(F)F)cc2Cl)nc2ccccc12,0.74,-5,5,12,-14,-1.0,-9,2,-0.9
# Next part
SMILES,Cl transport mod,EBV gp42 inh,Tb hexokinase,Calpain2 inh,Furin inhibitor,zfTRPN1 agonist,PPC-1+TRAIL kill,thrombin 1536,TRPML3 agonist
CC(C)CC(=O)N1CCN(S(=O)(=O)c2ccc(Cl)cc2)CC1,0.049,-4,3,29,-19,0.2,0,-13,0.3
C[C@H](NC(=O)NCc1cccs1)C(=O)O,0.0025,-12,-1,-21,-8[20 µM],2.1,2,2,0.9
O=C(NCc1ccccc1)c1ccco1,0.12,-3,-1,-8,-3[20 µM],-0.2,2,-6,0.7
O=C(NCC(c1cccnc1)N1CCN(c2ccccc2)CC1)c1ccco1 (stereo not drawn),-0.68,.,5,.,-14[20 µM],1.2,.,.,0.4
O=c1cc(NCCCO)c2ccccc2o1,-0.2,4,-7,24,-14[20 µM],-0.3,19,2,0.5
